Screening data deposited in PubChem by several laboratories.
Keap1 Nrf2 FP = Keap1-Nrf2 (human) interaction inhibition | AID 504523 | Keap1 Kelch-Nrf2 peptide fluorescence polarization, 1536-well | Q14145 | hit rate 0.15% among 340,000 | inhibition, % at 9.4 µM; in the data active means inhibition above about 12%;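 further: human Keap1 Kelch domain with fluorescein labeled Nrf2 9mer peptide probe; 0% = neutral control wells and 100% = peptide positive control; higher means more block of Keap1 binding to Nrf2 peptide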
MOR-DOR ag = OPRM1-OPRD1 heterodimerization agonism; P35372+P41143; cells, luminescence; activation, % at 9.3 µM; hit rate 0.3% among 340,000; in the data active means activation above about 18%;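 further: 0% = vehicle-treated cells and 100% = reference agonist; values of inactives mirror those of a sister screen read the other way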
OPRM1-OPRD1 inv = mu-delta opioid heterodimer inverse agonism. P35372+P41143. cell-based MOR-DOR heterodimer luminescence. inhibition, % at 9.3 µM. hit rate 0.21% among 340,000. AID 504357; in the data active means inhibition above about 22%, passing the limit was not always enough;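 further: 0% = cells with DMSO and 100% = wells without cells with DMSO; values of inactives mirror those of a sister screen read the other way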
C-LANA FP = inhibitors of KSHV LANA C-terminal domain DNA binding. MBP-C-LANA/FAM-LBS DNA binding, fluorescence polarization. inhibition, % at 9 µM. hit rate 0.078% among 340,000. AID 504423;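 active means highest replicate inhibition at or above 60% at 9 µM, even if other replicates fall short; inactive means all replicates below 60% inhibition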;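 further: 0% = neutral control wells and 100% = 4 µM acridine orange control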
Cardiac RTF inh = cardiac RTF calcium desensitization. P19429+P45379. IANBD-labeled cardiac RTF, Ca2+ fluorescence. inhibition, % at 7.15 µM. hit rate 0.12% among 340,000. AID 493244;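 active means inhibition above the mean inhibition of all tested compounds plus 3 SD, cut at about 17% in these data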;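 further: assay run at fixed EC70 calcium of 1.6 mM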
V-ATPase pH = alters yeast V-ATPase proton transport. response, % at 10 µM. AID 504577. hit rate 0.37% among 350,000. S. cerevisiae, pHLuorin cytosolic pH fluorescence; in the data active means response mostly above about 7.3%, no sharp cut-off; inactive means mostly below about 5.4%; further: actives read high; inactives centre near 0; some compounds called inactive have numbers as strong as hits; reference of the scale not given here
cardiac RTF act = increases calcium sensitivity of human cardiac regulated thin filaments; AID 493008; activation, % at 7.2 µM; IANBD-labeled TnC RTF fluorescence at EC20 calcium; 0% EC20 calcium, 100% full calcium; hit rate 0.24% among 340,000; P19429+P45379;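 active means activation above the mean over all tested compounds plus 3 SD, cut at about 30% in these data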;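 further: rise in fluorescence read as greater calcium sensitivity of cardiac thin filaments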
Pemphigus Ab inh = human desmoglein-3 autoantibody binding inhibition; P32926; DSG3-coupled beads, scFv-anti-DSG3-GFP binding, flow cytometry; active compounds read low; binding (percent of control), % at 10 µM; hit rate 0.48% among 310,000; AID 588358;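 active means binding more than 3 SD below its plate's average and above zero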;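 further: hits lower antibody fragment binding to DSG3; some compounds called inactive have numbers as strong as hits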
Target sequence (P32926 whole entry, looked up, the tested form may be a part): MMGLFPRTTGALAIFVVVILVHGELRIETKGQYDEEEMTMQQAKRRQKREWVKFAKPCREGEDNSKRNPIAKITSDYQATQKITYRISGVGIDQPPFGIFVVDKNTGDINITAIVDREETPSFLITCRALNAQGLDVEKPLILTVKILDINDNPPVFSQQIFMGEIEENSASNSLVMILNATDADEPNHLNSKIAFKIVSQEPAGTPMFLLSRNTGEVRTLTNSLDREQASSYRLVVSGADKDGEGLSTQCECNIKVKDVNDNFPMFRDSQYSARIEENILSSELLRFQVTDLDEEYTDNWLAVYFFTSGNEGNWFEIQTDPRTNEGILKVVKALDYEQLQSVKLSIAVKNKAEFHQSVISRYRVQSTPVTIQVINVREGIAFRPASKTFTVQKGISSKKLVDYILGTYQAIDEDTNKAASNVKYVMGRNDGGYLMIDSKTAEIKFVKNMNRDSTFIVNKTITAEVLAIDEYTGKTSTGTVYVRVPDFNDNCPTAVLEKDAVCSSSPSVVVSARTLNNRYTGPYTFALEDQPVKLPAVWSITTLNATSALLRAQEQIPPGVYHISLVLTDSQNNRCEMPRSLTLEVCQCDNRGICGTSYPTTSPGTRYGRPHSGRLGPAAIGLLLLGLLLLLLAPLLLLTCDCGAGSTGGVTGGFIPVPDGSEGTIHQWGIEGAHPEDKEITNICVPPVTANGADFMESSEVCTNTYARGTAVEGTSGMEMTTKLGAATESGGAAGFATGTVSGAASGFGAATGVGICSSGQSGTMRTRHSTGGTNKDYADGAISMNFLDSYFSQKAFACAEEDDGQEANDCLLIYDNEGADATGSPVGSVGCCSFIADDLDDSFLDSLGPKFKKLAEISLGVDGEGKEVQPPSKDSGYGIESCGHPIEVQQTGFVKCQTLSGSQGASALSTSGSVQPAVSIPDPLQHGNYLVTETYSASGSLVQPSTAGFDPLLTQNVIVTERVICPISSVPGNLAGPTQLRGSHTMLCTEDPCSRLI
Arrestin-AP2 inh = blocks beta-arrestin peptide binding to AP2 adaptin. FITC-arrestin peptide / GST-AP2 beads, flow cytometry; AP2 beta2 appendage carries R879A mutation. inhibition, % at 10 µM. hit rate 0.31% among 340,000;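 active means inhibition above a set limit, near 3 SD of compounds lacking own fluorescence, cut at about 54% in these data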;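 further: plate controls were DMSO wells for no effect and 5 µM unlabelled arrestin peptide for full effect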
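Material – AP2 appendage R879A on GSH beads · Buffer or medium – PBS with 0.05% Tween 20 and 0.1% BSA · Probe or stimulus – fluorescein-tagged arrestin peptide at 50 nM final · Incubation – compound with beads 12 min RT, then probe 1 h RT · Detection – high-throughput flow cytometry of beads, ex 488, em 535 nm · Evaluation – percent response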
Wnt bcat act = activators of Wnt/beta-catenin signaling. Wnt/beta-catenin reporter cell assay, activator, plate reader. activation, % at 9.35 µM. hit rate 1.2% among 300,000; in the data active means activation above about 30%, passing the limit was not always enough;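 further: 0% = neutral control wells and 100% = positive control wells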
Active calls of the source: *; · = no result given.

SMILES	Keap1 Nrf2 FP	MOR-DOR ag	OPRM1-OPRD1 inv	C-LANA FP	Cardiac RTF inh	V-ATPase pH	cardiac RTF act	Pemphigus Ab inh	Arrestin-AP2 inh	Wnt bcat act
O=C(CCS(=O)(=O)c1ccccc1)N(CCCN1CCOCC1)c1nc2c(F)cccc2s1	-124	1.2	-7	2.1	0	-4	13	128	-2	-4
COC(=O)Cc1c(C)c2c(O)cc(C)cc2oc1=O	1	-2.5	14	1.0	-2	-2	1	115	10	·
NC(=O)c1ccccc1NC(=O)CN1CCN(Cc2ccccc2)CC1	-2	-2.1	12	0.4	-7	2	-1	102	-7	9
CCOC(=O)C1CCN(C(=O)COC(=O)c2cc([N+](=O)[O-])ccc2N2CCOCC2)CC1	1	1.3	-8	0.0	3	2	-3	101	-7	0
CS(=O)(=O)N1CCN(C(=O)COc2ccccc2)CC1	-1	-1.5	7	-0.8	-8	-1	0	106	4	-2
Cc1ccc(Sc2ccc(CO)cc2[N+](=O)[O-])cc1	4	1.2	-8	0.6	8	-1	-2	108	1	-2
CC(=O)N(C)c1ccc(NC(=O)Cc2cccs2)cc1	-2	-0.8	4	-1.6	-5	-3	7	119	15	5
COc1ccc(NC(=O)CC(=O)Nc2ccc(OC)cc2)cc1	-5	-2.1	10	-0.3	2	-1	4	117	9	-3
O=C1CC(c2cccc(F)c2)SC(N(c2ccccc2)c2ccccc2)=N1 (centres undefined)	1	-3.3	17	0.6	-4	6	0	97	-6	-1
Cc1[nH]c(C(=O)O)c(C)c1C(=O)OC(C)C	0	-1.9	11	2.1	2	-3	0	72	45	-6
CC(C)NC(=O)Cn1c(SCC(=O)N2c3ccccc3CC2C)nc2ccccc21 (centres undefined)	2	·	·	0.6	-3	-2	-4	98	21	·
Cc1ccc(N=c2c([N+](=O)[O-])nn(-c3ccc(Cl)cc3)n2O)cc1C	-3	0.4	-2	-0.5	4	-1	-1	98	17	-2
Cc1noc(C)c1CSCC(=O)N(C)CC(=O)Nc1ccc(F)c(F)c1F	1	-1.5	10	-1.1	-3	4	9	92	-1	-2
O=C(OCC(=O)N1CCCC1)c1c[nH]c2ccccc12	0	-2.0	9	2.6	-1	-3	-3	92	19	8
Cc1ccc(OCC(=O)N2CCN(c3ccc([N+](=O)[O-])c(N4CCOCC4)c3)CC2)cc1	3	-2.3	13	-0.7	-7	-7	4	82	-6	-3
COc1ccc(N2CC(C(=O)NCCC3=CCCCC3)CC2=O)c(OC)c1 (centres undefined)	1	-0.8	4	-1.0	-12	2	4	104	6	0
CC(=O)NCCNC(=O)C1CCCCN1S(=O)(=O)c1ccccc1 (centres undefined)	-2	-3.1	16	0.6	-10	2	-1	108	3	-14
Cc1ccc(Cc2nnc(SCC(=O)Nc3ccccc3)[nH]c2=O)cc1	-3	-0.8	5	0.4	0	1	-4	99	31	3
Cc1ccc(N(C)S(=O)(=O)c2cccc(C(=O)Nc3ccc(N4CCOCC4)cc3)c2)cc1	0	-0.7	3	-1.7	0	-2	-8	99	36	-3
COc1cccc(N2CC(C(=O)OC(C)C(=O)c3ccccc3)CC2=O)c1 (centres undefined)	-5	-2.9	14	-0.1	-5	3	3	115	-36	·
Cc1cc(C)nc(NC(=O)c2csnn2)c1	0	·	·	0.3	·	-1	·	102	-1	0
O=C(O)CC(CC(=O)Nc1ccc(-n2ccc(C(F)(F)F)n2)cc1)c1ccccc1 (centres undefined)	4	-0.7	4	-1.2	-4	2	-2	105	10	14
Cc1ccc(C)c(Oc2nnnn2-c2ccccc2)c1	2	2.2	-11	-0.6	-14	4	10	106	1	-2
Cn1c(CC(=O)Nc2ccccc2)cc2ccccc21	3	0.0	0	-0.2	-2	-1	3	121	-1	14
N=C1C(c2nc(-c3cccc([N+](=O)[O-])c3)cs2)=C(O)CN1NC(=O)c1ccco1	1	1.9	-12	-1.0	-1	3	-5	87	0	-9
CCOC(=O)CNC(=O)CN1C(=O)CC(c2ccco2)Sc2ccccc21 (centres undefined)	1	-3.9	18	1.0	-7	-2	2	108	-1	3
COc1ccc(C(C)(C)C)cc1NC(=O)Cn1cnnn1	6	-1.8	8	1.0	-11	0	1	103	19	22
N#C/C(=C\c1ccc[nH]1)C(=O)N1CCCCC1	58*	·	·	·	·	-2	·	92	2	5
COCCCNC(=O)CSc1nc2sc(C(=O)OC)c(C)c2c(=O)n1N	-4	-3.0	14	1.3	10	7	-2	103	-23	0
CN(CC(=O)Nc1ccccc1Cl)C(=O)Cn1cnc2ccccc2c1=O	-1	-3.8	20	0.9	-16	0	2	104	-8	1
CC1(C)CC(=O)C=C(NCCCNC2CCCCC2)C1	-2	0.0	0	1.8	0	0	-4	104	20	·
COc1ccc(CCn2c(C)cc(C(=O)CSc3nc(N)cc(=O)[nH]3)c2C)cc1	-2	1.8	-10	-1.9	3	-2	-3	102	4	·
Cc1ccc(C(=S)NCS(=O)(=O)c2ccc(C)cc2)cc1	-8	-2.8	15	1.4	-9	-1	-6	101	0	·
COc1c(C)cc(C(=O)C2CCCN(S(=O)(=O)N(C)C)C2)cc1C (centres undefined)	2	-0.6	3	-1.3	-7	2	-2	110	3	-3
CC1=C(C#N)C(c2ccccc2O)C(C#N)=C(C)N1	-2	0.4	-3	0.2	0	0	-1	92	21	1
Fc1ccc(CN2CCN3CCCC3C2C2CCCCC2)cc1F (centres undefined)	-4	3.0	-12	2.7	0	1	1	133	-2	-3
CCCN1C(=O)c2cc(C(=O)Nc3ccccc3CC)ccc2C1O (centres undefined)	3	-3.2	16	1.2	-4	4	4	109	21	-2
COc1ccc(OC)c(S(=O)(=O)Nc2ccccc2SC)c1	-3	-0.7	4	2.4	-1	-1	1	103	1	·
Cc1[nH]c2ccc(CNS(=O)(=O)c3ccc(S(=O)(=O)N4CCOCC4)cc3)cc2c1C	-6	0.9	-5	0.7	2	4	7	106	11	·
COc1ccc(Cn2c(O)c(C=Nc3ccc(OC)cc3)c3ccccc3c2=O)cc1	-3	-2.2	10	3.1	-8	-1	6	100	-4	·
COc1ccccc1C(=O)O[C@H]1[C@H](Cc2ccccc2)NS(=O)(=O)[C@H]2C[C@@H]3C=C[C@]12O3	-9	0.0	0	0.2	-7	4	4	101	2	-7
Fc1cccc(-n2cc(-c3ccccc3)c3c(=S)nc[nH]c32)c1	0	4.7	-24	2.1	-1	-1	-3	105	13	1
COc1ccc(S(=O)(=O)N[C@H](C(=O)O)C(C)C)cc1	-3	0.2	-1	-1.1	-2	-3	5	109	14	·
CCCCC(=O)NC(=S)Nc1ccc(Cl)c(C(=O)O)c1	1	-5.4	26	-1.5	0	-1	1	101	38	-1
N#CC(C#N)=C/C(C#N)=C(/N)N1CCN(c2ccc(Cl)cc2)CC1	-3	2.3	-13	0.9	-2	-1	4	97	30	-2
N#Cc1ccccc1OCC(=O)NC(=O)NCc1ccco1	4	-2.6	13	0.1	-6	-4	-3	95	1	19
CCCNC(=O)C1CC(=O)N(c2ccc(OCc3ccc(Cl)cc3)cc2)C1 (centres undefined)	-2	1.4	-7	-1.8	-5	7	-2	112	-27	10
Cc1ccc(S(=O)(=O)NCCCNS(C)(=O)=O)cc1	0	-1.1	6	0.8	-2	1	-6	94	22	0
Cc1ccc(SCCC(=O)NC2CC2)cc1	-2	0.9	-5	-0.5	3	3	-1	95	13	0
COC(=O)c1cc(S(=O)(=O)NCCN2CCOCC2)cn1C	3	-1.1	6	0.6	-6	2	-7	·	-11	0
O=C(NC(=S)Nc1ccc(N2CCOCC2)c(Cl)c1)c1cncc(Br)c1	1	-4.2	20	-1.5	4	-2	2	88	6	·
CC(=O)c1sc(N/N=C\c2cccc(Br)c2)nc1C	-3	8.4	-43	-0.6	-7	-1	13	93	-2	1
CSc1nc2ncc(C#N)cn2n1	1	-2.5	13	0.7	1	-1	-3	108	31	-1
Cc1nnc(SCC(=O)Nc2c(Cl)cccc2Cl)n(N)c1=O	0	-1.0	6	-0.1	2	0	1	100	15	-3
COc1ccc(-c2cc(C)no2)cc1S(=O)(=O)N1CCCN(Cc2ccccc2Cl)C1	-7	0.3	-1	0.0	-2	-1	-15	99	-5	-1
COc1ccc(CNC(=O)COC(=O)c2cccs2)cc1	-1	-1.2	7	0.4	-5	1	-2	106	-1	10
COc1ccc(OCCCC(=O)OC(C)C(=O)Nc2ccc(C)cc2)cc1 (centres undefined)	-2	2.0	-11	1.2	-5	0	-5	97	27	-2
CCc1nnc(NC(=O)CSc2nc(-c3ccccc3)cc(-c3ccc(F)cc3)c2C#N)s1	-4	-1.4	7	-0.3	-6	1	2	·	-1	·
CCOC(=O)CSc1nc(C)c(CC)c(C)c1C(N)=O	-1	-3.3	17	-1.9	3	-3	-2	106	-6	-1
CNC(=O)Cn1c(=O)n(C)c2ccccc21	3	·	·	-0.2	1	-1	1	107	-43	·

Further records:
SMILES	Keap1 Nrf2 FP	MOR-DOR ag	OPRM1-OPRD1 inv	C-LANA FP	Cardiac RTF inh	V-ATPase pH	cardiac RTF act	Pemphigus Ab inh	Arrestin-AP2 inh	Wnt bcat act
COc1ccc(NC(=S)NCCc2ccccc2OC)c(OC)c1	-1	-2.5	13	1.9	0	-2	0	101	30	-2
Cc1ccc(S(=O)(=O)NCc2ccccn2)c(C)c1	-2	0.3	-1	-0.7	-2	0	6	91	7	3
COc1ccccc1-n1c(SCC(=O)N2CCOCC2)nc2cccnc21	0	-1.4	8	-3.4	1	3	1	98	3	-1
COc1ccc(OC)c(NC(=O)CN2C(=O)NC(C)(c3ccc4c(c3)OCCO4)C2=O)c1 (centres undefined)	-3	-2.2	12	0.5	-1	1	-10	107	6	-3
Cn1c(=O)oc2cc(S(=O)(=O)NC3CCCCC3)ccc21	-5	-0.2	1	2.3	1	-1	-1	·	-1	-1
Cc1nc2ccc(-c3nc4ccc(N)cc4[nH]3)cc2[nH]1	-3	-1.6	8	-1.9	-2	3	-5	92	-7	1
Cn1c(-c2cc(Cl)ccc2O)nc2c1c(=O)[nH]c(=O)n2Cc1ccccc1	1	·	·	-1.8	·	3	·	98	26	-1
O=C(Nc1ccc2c(c1)OCCO2)c1c(F)c(F)c(F)c(F)c1F	0	-1.7	10	1.8	0	-3	4	97	20	-8
CNC(=O)c1c(NC(=O)CCS(=O)(=O)c2ccc(C)cc2)sc2c1CCN(C(=O)OC)C2	-3	-1.1	8	-1.0	-2	1	-3	97	-8	0
O=C1c2ccccc2NC(c2cccc(O)c2)N1O (centres undefined)	-1	0.0	0	2.4	-23	1	2	99	26	5
O=C1NCCc2c1[nH]c1c(Cl)ccc(Cl)c21	-5	0.8	-5	-0.4	0	-3	8	104	10	·
Cc1ccccc1Cn1cc(S(=O)(=O)CC(=O)Nc2nccs2)c2ccccc21	-1	1.7	-10	-0.1	11	0	-4	98	-2	·

Of the compounds above, these contain bromine:
SMILES	Keap1 Nrf2 FP	MOR-DOR ag	OPRM1-OPRD1 inv	C-LANA FP	Cardiac RTF inh	V-ATPase pH	cardiac RTF act	Pemphigus Ab inh	Arrestin-AP2 inh	Wnt bcat act
O=C(NC(=S)Nc1ccc(N2CCOCC2)c(Cl)c1)c1cncc(Br)c1	1	-4.2	20	-1.5	4	-2	2	88	6	·
CC(=O)c1sc(N/N=C\c2cccc(Br)c2)nc1C	-3	8.4	-43	-0.6	-7	-1	13	93	-2	1
